# Bioassay records as filed in PubChem.
# NCI-60 one-dose screen, 48 h, at 10 µM unless noted. Numbers give growth in % (100 = growth as untreated, 0 = no growth, -100 = all killed).
# SNB-19 – SNB-19 CNS cancer cells | actives 2.5% (n = 81,000) | AID 1794751
# PC-3 – PC-3 prostate cancer cells. actives 3.9% (n = 80,000)
# SW-620 – SW-620 colon cancer. actives 5.2% (n = 82,000)
# SF-539 – SF-539 CNS cancer; AID 1794752; actives 6.8% (n = 81,000)
# DU-145 – DU-145 prostate cancer; actives 4.2% (n = 81,000); AID 1794760
# HT29 – HT29 colon cancer | actives 7.4% (n = 81,000) | AID 1794748
# KM12 – KM12 colon cancer cells. actives 5% (n = 82,000)
# SNB-75 – SNB-75 CNS cancer. actives 5% (n = 79,000)
# HCC-2998 – HCC-2998 colon cancer | actives 4.7% (n = 79,000)
# An asterisk follows results filed as active; . = not tested or not shown; [ ] = another dose, or the depositor's remark. The calls were made as follows: active = growth percent below 10; inactive = the rest.
mol	SNB-19	SNB-75	DU-145	SW-620	SF-539	HCC-2998	PC-3	KM12	HT29
COc1cc(OC)cc(/C(C)=N/NC(=O)CSc2nc3ccccc3c(=O)n2CCc2ccc(S(N)(=O)=O)cc2)c1	99	98	107	97	96	112	97	95	117
C=CC(=O)N[C@@H](Cc1ccc(-c2cc(Cl)cc(Cl)c2)cc1)[C@@H](O)[C@H](O)C(=O)OCC	105	92	107	103	99	97	87	101	89
CNC1=C(Cl)C(=O)c2ccccc2C1=O	107	70	94	113	121	113	99	95	110
Cc1ccc(S(=O)(=O)Oc2ccc3c4c(c(=O)oc3c2)-c2ccccc2C4)cc1	99	79	96	100	95	110	30	94	101
C=COCCC(C(=O)OCC)C(=O)OCC	101	69	113	107	96	105	103	105	95
c1ccc(-c2cc(-c3c[nH]c4ccccc34)c3ccccc3n2)cc1	106	156	95	105	112	111	.	92	128
CC/C=C\C[C@H](F)C/C=C1/C(=O)C=C[C@@H]1C/C=C\CCCC(=O)O	64	81	66	31	.	82	55	22	30
C=CCSc1ncnc2nc[nH]c12	94	101	116	103	96	112	88	111	107
CS(=O)(=O)OCCN(CCOS(C)(=O)=O)c1ccc(/C=N/Nc2ccc([N+](=O)[O-])cc2[N+](=O)[O-])cc1	83	77	100	73	81	80	67	100	86
C=CCOC(=O)C1=C(C)NC2=C(C(=O)CC(c3ccccc3)C2)C1c1cc(OC)ccc1OC (centres undefined)	87	81	101	95	92	103	72	94	97
Nc1cc2nc3ccccc3sc-2cc1=O	92	109	21	85	98	100	51	81	94
Oc1c(Br)cc(Br)c2ccc(Cn3cc(-c4ccccc4C(F)(F)F)nn3)nc12	94	81	86	73	97	110	104	100	107
CCOC(=O)c1c(Cl)c(Cl)c(Cl)c(Cl)c1C(=O)O	115	96	122	112	122	112	94	114	83
COc1ccc(-c2nc3ccccn3c2/C=C2/C(=O)Nc3ccccc32)cc1	96	105	122	113	88	99	90	105	107
CN1CCN(c2ccc(C(=O)/C=C/c3ccc(Cl)c(C(F)(F)F)c3)cc2)CC1	74	65	78	1.3*	49	34	43	27	12
COc1ccc(C2=C/C(=C\c3ccc(Cl)cc3)C(=O)N2Cc2ccccc2)cc1	80	101	103	95	97	96	52	99	87
Nc1ccc2c(c1)C(O)c1ccc(Cl)cc1-2 (centres undefined)	104	75	123	103	105	103	87	110	101
C#C[C@]1(O)CC[C@H]2[C@@H]3CC=C4c5sc(Nc6cc(Cl)ccc6OC)nc5CC[C@]4(C)[C@H]3CC[C@@]21C	28	-1.4*	19	-21*	-22*	54	-9.8*	32	35
OC(Cc1ccnc2ccccc12)C(Cl)(Cl)Cl (centres undefined)	98	93	102	98	97	.	92	101	112
COc1ccc(OC)c2c1[nH]c(=O)c1c3ccccc3cn21	-48*	-77*	-65*	-60*	-98*	-77*	.	-53*	.
O=C(Nc1ccc(-n2cc(-c3ccncc3)c(-c3ccc(Cl)c(O)c3)n2)cc1)c1cc(Cl)cc(Cl)c1	72	16	73	0.1*	26	33	.	19	1.9*
O=C(Oc1ccc(Cc2ccccc2)cc1)Oc1ccc(Cc2ccccc2)cc1	102	90	96	100	100	101	104	102	114
O=c1oc2ccc(F)cc2c(=O)n1-c1ccc(I)cc1F	16	-15*	15	11	3.7*	15	-2.7*	-1.0*	46
O=C(Nc1ccc2c(ccn2Cc2ccccn2)c1)c1ccnnc1	102	56	89	101	98	120	91	99	103
COc1ccc(OC)c(NC(=O)c2cc(S(=O)(=O)N3CCc4ccccc43)ccc2OC)c1	76	85	85	97	83	.	88	111	77
Nc1cccc2c1CN(C1CCC(=O)NC1=O)C2=S (centres undefined)	96	94	101	94	96	96	89	97	99
O=C(O)c1ccccc1-c1ccccc1C(=O)NCCc1cc2ccccc2[nH]1	101	83	108	98	100	104	92	112	107
CC1CCC(=O)C1 (centres undefined)	101	92	102	102	104	109	93	108	108
Cc1ccc(Cl)cc1N1CCN(C(=O)[C@@H]2C[C@@H]2c2ccc(F)cc2)CC1	92	96	114	101	96	99	69	85	73
O=C(O)c1cn(C2CC2)c2cc(N3CCN(C(=O)CSc4nc(NS(=O)(=O)c5ccc(Cl)cc5)cc(=O)[nH]4)CC3)c(F)cc2c1=O	103	90	103	96	99	97	88	90	102
COc1cc(-c2nc(C(=O)NCC(=O)NO)nn2-c2ccc(Cl)cc2)cc(OC)c1OC	100	88	107	97	97	.	88	96	96
O=C(CN1CCn2c(nnc2C(F)(F)F)C1)Nc1nc2ccc(Cl)cc2s1	100	.	112	104	101	110	100	103	108
CN(C)CCOc1nc2c(c(=O)n(C)c(=O)n2C)n1C	112	87	102	103	92	103	99	100	108
CC1CCC(n2cnc3c(Cl)ncnc32)O1 (centres undefined)	82	92	112	106	98	103	90	106	110
CC(C)[C@H](N)C(=O)O	108	110	104	102	97	111	111	100	103
CC(C)CSc1nc(NC2CC2)c(C#N)c(-c2ccc(C(C)C)cc2)n1	98	116	109	105	86	109	108	109	117
COc1ccc(-c2nc3c4c(-c5ccccc5)cn(-c5ccc(F)cc5)c4ncn3n2)cc1	91	78	112	106	96	118	107	102	121
CCOC(=O)NN1CC(O)=C(c2nc(-c3ccc(Br)cc3)cs2)C1=N	99	101	105	107	97	113	85	118	108
C=C(C)C(C(=O)OCC)C(=O)OCC	106	.	113	110	110	101	98	104	97
COc1ccc(NC(=O)CSc2nnc(-c3cc(F)c(Cl)cc3Cl)n2N)cc1	100	84	107	97	99	105	100	100	98
C/C=C(/Cl)c1c(C)cc(C)cc1C	98	86	115	106	.	.	95	109	99
COC(=O)CN/C(CCCO)=C(/C#N)C1Nc2ccccc2N1C (centres undefined)	108	102	114	109	112	115	103	107	115
CC(=O)O[C@H]1C[C@@]2(C)[C@@H](C[C@@H](O)[C@H]3[C@@]4(C)CCC(=O)[C@@H](C)[C@@H]4CC[C@@]32C)/C1=C(\CCC(Br)C(C)(C)[n+]1ccccc1)C(=O)O (some centres undefined)	103	80	112	103	95	118	90	104	101
CC(=O)c1ccc(Nc2ccnc(SCC(=O)c3ccc(Cl)cc3)n2)cc1	100	92	93	106	94	103	70	89	99
CCC(C)[C@@H]1NC(=O)[C@@H]2CCCN2C(=O)[C@H](Cc2ccccc2)NC(=O)[C@H](Cc2ccccc2)NC(=O)[C@H](C(C)CC)NC(=O)[C@@H]2CCCN2C(=O)[C@H](Cc2ccccc2)NC1=O (some centres undefined)	92	69	110	104	88	95	64	97	78
CN1C(=O)C(=Cc2ccc(OCC(=O)N3CCCC3)cc2)C(=O)N(C)C1=O	98	87	110	100	100	104	102	107	107
CC(C)c1ccc2c(c1)C[C@@H](O)[C@@H]1C(C)(C)CCC[C@@]21C	110	100	97	92	98	110	85	95	95
CCOC(=O)c1c(C)nc2c(c1N)CC(=O)N2Cc1cc(OC)c(OC)c(OC)c1	66	54	81	33	66	66	52	30	8.4*

# Rewritten as labelled records: 3 of the compounds above
> COc1ccc(-c2nc3c4c(-c5ccccc5)cn(-c5ccc(F)cc5)c4ncn3n2)cc1
  SNB-19 = 91
  SNB-75 = 78
  DU-145 = 112
  SW-620 = 106
  SF-539 = 96
  HCC-2998 = 118
  PC-3 = 107
  KM12 = 102
  HT29 = 121

> CCOC(=O)NN1CC(O)=C(c2nc(-c3ccc(Br)cc3)cs2)C1=N
  SNB-19 = 99
  SNB-75 = 101
  DU-145 = 105
  SW-620 = 107
  SF-539 = 97
  HCC-2998 = 113
  PC-3 = 85
  KM12 = 118
  HT29 = 108

> C=C(C)C(C(=O)OCC)C(=O)OCC
  SNB-19 = 106
  SNB-75 = .
  DU-145 = 113
  SW-620 = 110
  SF-539 = 110
  HCC-2998 = 101
  PC-3 = 98
  KM12 = 104
  HT29 = 97

# The listing continues.
mol	SNB-19	SNB-75	DU-145	SW-620	SF-539	HCC-2998	PC-3	KM12	HT29
Cn1cc(-c2cc3ncnc(Nc4ccc(CC(=O)Nc5ccc(C(C)(C)C)cc5)cc4)c3s2)cn1	101	75	98	119	67	136	99	22	102
Nc1ncnc(Nc2ccc(S(N)(=O)=O)cc2)n1	.	103	122	101	99	127	.	116	111
COc1ccc(-c2nn(CC(=O)N3CCCCC3)c3ncnc(N)c23)cc1	90	46	95	109	70	123	84	100	85
COc1ccc(NS(=O)(=O)c2ccc(-c3cnc(C4CC4)o3)cc2)cc1Cl	44	-2.7*	24	23	13	53	25	23	11
c1ccc(CN2CCc3c(sc4ncnc(Nc5ccccc5)c34)C2)cc1	90	99	98	99	95	109	93	99	108
COc1ccc(C2=N[C@@H](C)C(=O)c3c(nc4ccccn34)N2)cc1	99	82	113	106	97	98	88	102	98
O=c1[nH]c(NCc2ccccc2)nc2cc(-c3ccccc3)sc12	95	104	97	96	89	86	87	91	98
COc1ccccc1-c1ccc(-n2ccnc2)nn1	96	113	109	117	105	109	100	102	109
CCCCCCCCCCCCNCCCc1ccccc1	92	65	84	46	70	.	79	27	7.9*
Cc1ccc(-c2cn3[nH]c(N)c(N=Nc4ccc(S(N)(=O)=O)cc4)c3n2)cc1	76	34	48	40	44	60	57	54	63
C[N+]1=C(/C=C/c2ccc(O)cc2)C(C)(C)c2ccccc21	105	94	104	93	100	101	100	95	91
CC(C)Cn1cnc2c(SCc3ccccc3F)nc(N)nc21	95	86	110	101	106	105	.	103	110
O=C(Nc1ncccc1OCc1ccccc1)NC1CCCCCC1	98	98	92	95	98	105	48	89	75
O=C1OC(=O)[C@@H]2CC=CC[C@H]12	109	.	113	105	111	105	96	104	112
Nc1cccc(I)c1	97	94	111	95	98	97	80	101	92
C[N+](C)(CCO)C(c1ccccc1)c1ccccc1	99	88	100	107	97	107	90	95	102
Brc1ccccc1/C=N/Nc1nc(N/N=C/c2ccccc2Br)nc(N2CCOCC2)n1	101	132	98	97	105	71	84	89	74
NC(Cc1ccccc1[N+](=O)[O-])C(=O)O (centres undefined)	106	79	101	98	96	104	87	96	78
CC(Br)C(O)c1cc2c(cc1Br)OCO2 (centres undefined)	112	88	109	104	105	111	99	108	114
Cn1nnnc1SCC1=C(C(=O)O)N2C(=O)C(NC(=O)C(OC=O)c3ccccc3)C2SC1 (centres undefined)	103	85	127	110	99	100	98	111	106
O=C(CN1C(=O)NC2NC(=O)NC21)N/N=C/c1ccc(Cl)cc1Cl (centres undefined)	102	83	113	104	93	110	103	105	110
Fc1cccc(-c2nc(-c3c[nH]c4ncccc34)cs2)c1	71[100 µM]	-14*[100 µM]	64[100 µM]	56[100 µM]	56[100 µM]	89[100 µM]	60[100 µM]	57[100 µM]	76[100 µM]
COc1ccc2c(c1)C(C)Cc1c(ncn3c(-c4ccccc4)nnc13)N2C (centres undefined)	100	51	111	102	101	99	84	86	85
O=C(Nc1ccccc1)C1=CNc2ccccc2S1=O (centres undefined)	103	95	111	103	104	94	98	100	97

# Profiles as entered above.
# Listed for `CC/C=C\C[C@H](F)C/C=C1/C(=O)C=C[C@@H]1C/C=C\CCCC(=O)O` : SNB-19: 64; SNB-75: 81; DU-145: 66; SW-620: 31; SF-539: .; HCC-2998: 82; PC-3: 55; KM12: 22; HT29: 30
# Listed for `CCCCCCCCCCCCNCCCc1ccccc1` : SNB-19: 92; SNB-75: 65; DU-145: 84; SW-620: 46; SF-539: 70; HCC-2998: .; PC-3: 79; KM12: 27; HT29: 7.9*

# Next section:
mol	SNB-19	SNB-75	DU-145	SW-620	SF-539	HCC-2998	PC-3	KM12	HT29
CN1C(=O)/C(=C/c2ccc(C3Oc4ccccc4C4CC(c5ccc(Cl)cc5)=NN43)cc2)SC1=S (centres undefined)	100	88	111	100	96	107	97	99	113
COc1ccc(C2SCC(=O)N2NC(=O)CCC(=O)c2nc3ncccc3[nH]2)cc1OC (centres undefined)	99	84	110	92	91	99	93	97	104
Cc1cc2nc(-c3c(N)ncc(C#N)c3-c3ccc(Cl)cc3)[nH]c2cc1C	85	57	32	77	-9.9*	65	53	53	30
Cc1ccc(-c2cn3ccc(N)nc3n2)cc1	109	90	107	117	101	97	85	113	84
Cc1cn(CC(C)C)c(=O)[nH]c1=O	100	100	105	107	101	106	86	103	88
C=C(COC(C)=O)[C@H]1CC/C(C)=C/CC/C(C)=C/CC[C@@]2(C)O[C@H]2C1	106	109	109	112	114	112	129	99	108
CC(C)c1[nH]oc(=O)c1/C=C1\C=c2ccccc2=N1	99	86	103	100	101	109	92	103	115
CO[C@@H](c1c(Cl)cccc1Cl)[C@H](C)OS(N)(=O)=O	99	106	109	96	100	99	105	103	101
Cc1cc(C(C)(C)C)cc(C)c1[N+](=O)[O-]	.	93	110	106	106	110	105	104	107
NC(=O)c1cc(Br)cc(Br)c1NS(=O)(=O)c1ccccc1	105	68	110	101	99	106	89	106	110
C=CC(=O)c1c(C)cc(C)cc1C	105	91	117	106	101	108	81	111	95
CC(=O)Nc1ccc(OC(C)(C)C)cc1	101	114	124	109	95	99	93	114	120
COc1nccc2c(Sc3ccccc3)nc(N)nc12	117	84	104	109	119	106	85	113	108
COc1ccc(-n2c(-c3csc(N)n3)n[nH]c2=S)c(OC)c1	100	85	106	107	100	108	101	100	100
C/C=C/C=C/C(=O)Oc1ccc2c(c1)C(CCNC(=O)CCCCCCCCCCCCCCCCCCC)=CC2	94	101	111	116	102	110	107	102	111
O=C(C[n+]1ccccc1/C=N/O)c1ccccc1	102	98	107	102	99	111	97	104	104
CCC1(c2ccccc2)C(=O)Nc2ccc(-c3ccccc3)cc21 (centres undefined)	91	.	89	90	91	96	76	58	77
CCNc1nc2ccccc2c2c(=O)c3cccc(OC)c3sc12	93	84	104	94	80	101	83	92	88

# An unsorted share of the library. About 11% of those tested had a hit in this group.
